Assay outcomes (PubChem)
LmPK inh: blocks Leishmania mexicana pyruvate kinase activity; AID 1721; Q27686; Potency, µM (highest dose often 57.5 µM), for the others: at the highest dose activity change, negative = inhibition, hits mostly inhibitors; purified LmPK, Kinase-Glo ATP luminescence, 1 h; 0.37% of 290,000 active
Target sequence (Q27686 whole entry, looked up): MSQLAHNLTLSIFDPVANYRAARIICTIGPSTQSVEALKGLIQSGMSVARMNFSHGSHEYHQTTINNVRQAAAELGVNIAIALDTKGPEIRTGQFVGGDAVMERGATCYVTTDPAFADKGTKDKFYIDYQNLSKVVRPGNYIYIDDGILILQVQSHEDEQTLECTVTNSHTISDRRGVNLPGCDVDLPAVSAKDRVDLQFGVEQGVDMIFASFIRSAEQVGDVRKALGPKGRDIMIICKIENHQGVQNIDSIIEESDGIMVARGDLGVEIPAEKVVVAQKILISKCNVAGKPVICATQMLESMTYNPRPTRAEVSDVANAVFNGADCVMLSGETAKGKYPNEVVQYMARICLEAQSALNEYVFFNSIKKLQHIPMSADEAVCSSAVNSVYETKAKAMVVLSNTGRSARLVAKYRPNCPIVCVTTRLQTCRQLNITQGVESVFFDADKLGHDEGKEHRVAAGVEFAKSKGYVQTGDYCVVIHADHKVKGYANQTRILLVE
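ATP generated from ADP (0.1 mM) and PEP (0.5 mM) by 0.1 nM LmPK over 1 h at room temperature (pH 7.2 imidazole buffer) was detected by coupled luciferase luminescence. Values were normalized to uninhibited and no-enzyme wells.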
Sm TGR inh: blocks Schistosoma mansoni thioredoxin glutathione reductase. Q962Y6. purified TGR, DTNB reduction, TNB absorbance 405 nm. Potency, µM (series often up to 114 µM), for the others: top-dose activity change, negative = inhibition, most hits filed as inhibitors. 3% of 360,000 active; also: nearly all actives have a fitted effect of over 60% in size
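First, TGR (20 nM dispensed) and NADPH were mixed with compound. Second, a 15 min room-temperature incubation followed. Third, further NADPH and then DTNB were added to start the reaction. Finally, TNB absorbance was monitored kinetically.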
HCV inhibitor: inhibitors of hepatitis C virus infection. Huh7.5.1 HCVcc-Cre infection, luciferase reporter, 44 h. Potency, µM (top dose mostly 41.8 µM), for the others: top-dose activity change, negative = inhibition, actives largely listed as inhibitors. 3.4% of 340,000 active. AID 651820
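Infectious HCVcc-Cre (~0.5 moi) was added to cells just after compound, with cells seeded 4 h earlier at 1,000 per well. Luciferase activity after 44 h culture reported infection; substrate was incubated 15 min at room temperature before reading.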
Tb PYK inh: blocks Trypanosoma brucei pyruvate kinase | 0.12% of 410,000 active | AID 624173 | Q57TT1 | TbPYK enzyme, Kinase-Glo Plus ATP luminescence, 45 min | Potency, µM (series often up to 76.8 µM), inactives show at the highest dose activity, negative = inhibition, usual class: inhibitors; also: nearly all actives have a fitted effect of over 50% in size
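Enzyme and substrate buffer are dispensed first and compound is pin-transferred. ADP at 130 uM final then starts the reaction, which runs 45 min at room temperature. Detection reagent is added for 10 min before luminescence is imaged.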
Pf growth 48h: P. falciparum growth inhibition at 48 hours (one generation) | P. falciparum luciferase growth in erythrocytes, 48 h | AID 504832 | Potency, µM (titrated, usually from 28.7 µM), for inactives: top-dose activity change, negative = inhibition, most hits filed as inhibitors | 5.9% of 310,000 active
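Erythrocytes infected with P. falciparum carrying an integrated firefly luciferase reporter (2% hematocrit, 0.1% parasitemia final) were exposed to compounds in RPMI 1640 with 0.5% Albumax at 37 C, 5% CO2. Growth inhibition was scored as reduced luminescence.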
Pf growth 96h: inhibits malaria parasite growth, 96 h; P. falciparum luciferase reporter growth, 96 h; Potency, µM (highest dose often 28.7 µM), inactives show at the top dose activity change, negative = inhibition, usual class: inhibitors; 6.9% of 320,000 active; AID 504834
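Readout is luminescence from an integrated firefly luciferase in P. falciparum. Red cells, 2% hematocrit and 0.05% parasitemia final, were cultured with compound through two parasite generations (96 hours) at 37 C, 5% CO2.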
Active calls of the source: *; ? = inconclusive; nt = not tested or not shown; & = joins results of further samples; [ ] = dose if it differs, or a comment. Calls follow the shape of the dose curve; as a rule, active = well fitted curve in the direction sought with a large enough effect; inconclusive = small, poorly fitted or top-dose-only effect, or another doubt; inactive = no such curve, though single readings can be large; an effect the other way counts as inactive or inconclusive. % is scaled to controls: 0 for no effect and ±100 for the full control effect; potency is read from the fitted curve at half-maximal effect.

compound	LmPK inh	Sm TGR inh	HCV inhibitor	Tb PYK inh	Pf growth 48h	Pf growth 96h
Cc1cc(=O)oc2c(C)c(OC(C)C(=O)NCCCN3CCCC3=O)ccc12 (centres undefined)	-9%	6%	5%	-3%	-3%	-14%
O=C(Nc1ccc(Cl)cc1)N(Cc1nnc2n1CCCCC2)c1ccccc1	3%	-6%	18%	4%	-5%	?
CC(C)c1nccn1CCC(=O)O	-2%	6%	?	3%	nt	27%
COc1ccc(/C=N\NC(=O)c2ccccc2Br)cc1COc1ccc(F)cc1	9%	1%	?	-5%	?	55%[activator]
Cc1nn(CC(=O)NCCN2CCCCCC2)c(=O)c2nn(-c3ccccc3)c(C)c12	-2%	-8%	5%	0%	41%[activator]	?
O=c1c(-c2ccco2)[n+]([O-])c2ccccc2n1OCc1ccccn1	-3%	18µM*	-8%&8%	2%	32%[activator]	17%
COC(=O)C(C)N(C#N)c1nc(NC(C)C)nc(SC)n1 (centres undefined)	3%	-16%	-12%	2%	nt	-21%
CC(=O)Nc1ccc(S(=O)(=O)c2ccc([N+](=O)[O-])cc2)cc1	4%	12%	14%	-5%	?	24%
Cc1cc(Nc2ccc(F)cc2Cl)n2nc(C)nc2n1	2%	4%	5%	-1%	nt	17%
O=C(CN1CCN(S(=O)(=O)c2ccc(Cl)cc2)CC1)NCC1(N2CCOCC2)CCCCC1	nt	?	6%	1%	?	?
COc1cc(OC)cc(C(=O)NNC(=O)Cc2ccc(OC)c(S(=O)(=O)N3CCOCC3)c2)c1	-3%	-12%	4%	2%	-20%	138%[activator]
N=c1sccn1CC(=O)NCc1ccc(Cl)cc1Cl	4%	-1%	-9%	-4%	23%	?
CCOC(=O)NC(=O)/C(N=Nc1ccc(C(F)(F)F)cc1)=C(\C)O	2%	11%	16%	3%	32%	40%[activator]
O=C(COc1ccc([N+](=O)[O-])cc1)N(C1CCCCC1)C1CCS(=O)(=O)C1 (centres undefined)	nt	-9%	9%	4%	?	?
Nc1ccc(Cl)c(S(=O)(=O)Nc2ccc(Cl)cc2)c1	3%	2%	1%	-2%	-2%	1%
c1ccc(-n2nnnc2OCCOc2nnnn2-c2ccccc2)cc1	1%	?	-7%	-2%	8%	nt
CCn1cc([N+](=O)[O-])c(C(=O)N2N=C3/C(=C/c4cccs4)CCCC3C2c2cccs2)n1 (centres undefined)	8%	4%	10µM*	5%	?	?
CCOc1ccc(NC(=O)Nc2cnccn2)cc1	0%	1%	4%	-2%	36%[activator]	-1%
COc1ccc(C(=O)N/C(=C/c2cccnc2)C(=O)N2CCCCCC2)cc1OC	0%	-2%	4%	0%	15%	-1%
O=C(/C=C/c1ccccc1)N1CCOCC1	0%	12%	13%	-5%	18%	3.3µM*
NC(=O)CSc1nnc(-c2ccco2)n1-c1ccccc1	5%	-3%	15%	-1%	-1%	25%
Cc1ccc(OCCC(=O)OCC(=O)Nc2ccc(Cl)cn2)cc1	-9%	-5%	21%	0%	13%	35%[activator]
Cc1ccc2nc(-c3ccccc3)cc(C(=O)Nc3cccnc3)c2c1	nt	3%	2%	-8%	2.1µM*	1.7µM*
CC1CCCN(C(=O)Cn2nnc(-c3cccnc3)n2)C1 (centres undefined)	2%	0%	4%	2%	14%	21%
CC(NC(=O)c1nn(C)c(=O)c2ccccc12)c1ccccc1 (centres undefined)	-1%	4%	?	1%	?	43%[activator]

Quoted at random: 3 compounds from above
compound	LmPK inh	Sm TGR inh	HCV inhibitor	Tb PYK inh	Pf growth 48h	Pf growth 96h
Cc1nn(CC(=O)NCCN2CCCCCC2)c(=O)c2nn(-c3ccccc3)c(C)c12	-2%	-8%	5%	0%	41%[activator]	?
COC(=O)C(C)N(C#N)c1nc(NC(C)C)nc(SC)n1 (centres undefined)	3%	-16%	-12%	2%	nt	-21%
O=c1c(-c2ccco2)[n+]([O-])c2ccccc2n1OCc1ccccn1	-3%	18µM*	-8%&8%	2%	32%[activator]	17%

More structures:
Assay codes – A = LmPK inh; B = Sm TGR inh; C = HCV inhibitor; D = Tb PYK inh; E = Pf growth 48h; F = Pf growth 96h
CCN1CCN(c2ccc(N=Cc3ccccc3O)cc2)CC1
  A: 2%	B: nt	C: 18%	D: 0%	E: -5%	F: 8%

CCC1CCCCN1S(=O)(=O)c1c(C)n(C)c(=O)n(C)c1=O (centres undefined)
  A: nt	B: -2%	C: 16%	D: 2%	E: -5%	F: 19%

Cn1c(=O)oc2cc(S(=O)(=O)N3CCCC(C(=O)Nc4ccccn4)C3)ccc21 (centres undefined)
  A: 8%	B: -16%	C: -28%	D: 1%	E: nt	F: ?

COC(=O)c1cc(NC(=O)Cn2nc(C)n3cccc3c2=O)cc(C(=O)OC)c1
  A: -3%	B: 10%&-12%	C: -4%	D: 4%&0%	E: 14%	F: 10%

Cc1ccccc1NC(=O)C(C)OC(=O)C1CC(=O)N(Cc2ccco2)C1 (centres undefined)
  A: nt	B: -30%	C: 16%	D: -14%	E: ?	F: -18%

COc1ccc(CNC(=O)CC(NC(N)=O)c2ccccc2Cl)cc1OC (centres undefined)
  A: 9%	B: 19%	C: 6%	D: -5%	E: 52%[activator]	F: -4%

O=C(c1cc2ccccc2oc1=O)N(Cc1ccco1)CC1CCCO1 (centres undefined)
  A: -4%	B: ?	C: ?	D: -2%	E: 15%	F: ?

COc1cccc(NC(=O)CN(C)C(C)C(=O)NC(=O)NC2CCCCC2)c1 (centres undefined)
  A: nt	B: -14%	C: -10%	D: 1%	E: ?	F: ?

CC1CN(CC(O)COc2ccc(C#N)cc2)CCN1CC(O)COc1ccc(C#N)cc1 (centres undefined)
  A: 1%	B: -9%	C: ?	D: 0%	E: -7%	F: -6%

Cc1cc(C)n(-c2ccc3cccc(NS(C)(=O)=O)c3n2)n1
  A: 0%	B: 7%	C: ?	D: 0%	E: ?	F: 5%

Part of the list above in order of SMILES length, smallest number first.
Assay codes – A = LmPK inh; B = Sm TGR inh; C = HCV inhibitor; D = Tb PYK inh; E = Pf growth 48h; F = Pf growth 96h
CCN1CCN(c2ccc(N=Cc3ccccc3O)cc2)CC1
  A: 2%	B: nt	C: 18%	D: 0%	E: -5%	F: 8%

O=C(c1cc2ccccc2oc1=O)N(Cc1ccco1)CC1CCCO1 (centres undefined)
  A: -4%	B: ?	C: ?	D: -2%	E: 15%	F: ?

CCC1CCCCN1S(=O)(=O)c1c(C)n(C)c(=O)n(C)c1=O (centres undefined)
  A: nt	B: -2%	C: 16%	D: 2%	E: -5%	F: 19%

Cc1ccccc1NC(=O)C(C)OC(=O)C1CC(=O)N(Cc2ccco2)C1 (centres undefined)
  A: nt	B: -30%	C: 16%	D: -14%	E: ?	F: -18%

CC1CN(CC(O)COc2ccc(C#N)cc2)CCN1CC(O)COc1ccc(C#N)cc1 (centres undefined)
  A: 1%	B: -9%	C: ?	D: 0%	E: -7%	F: -6%

Other structures follow.
Assay codes – A = LmPK inh; B = Sm TGR inh; C = HCV inhibitor; D = Tb PYK inh; E = Pf growth 48h; F = Pf growth 96h
CCOC(=O)C1CCCN(c2c(NCCc3cccc(C)c3)c(=O)c2=O)C1 (centres undefined)
  A: 3%	B: -26%	C: 7%	D: -3%	E: ?	F: -27%

COc1cc(CNCc2ccc3c(c2)OCO3)c([N+](=O)[O-])cc1OC
  A: -4%	B: 5%	C: -1%	D: 7%	E: -12%	F: 4%

CCN1CCN(Cc2ccc(OC)c(OCc3ccccc3)c2)CC1
  A: 3%	B: 21%	C: -11%	D: -19%	E: -11%	F: 32%[activator]

CCOC(=O)CNS(=O)(=O)c1cc(-c2nn(C)c(=O)c3ccccc23)ccc1C
  A: 2%	B: -3%	C: -10%	D: -10%	E: -8%	F: -6%

O=C(NC1CCCCC1)c1cc(-c2ccc(Cl)cc2)on1
  A: 0%	B: 8%	C: 7%	D: -1%	E: 77%[activator]	F: 16%

COc1ccc2c(c1)-c1nc(/N=C/c3ccc(O)cc3)sc1CC2
  A: -1%	B: -1%	C: ?	D: -9%	E: 21%	F: 4.1µM*

O=C(NCc1cccs1)C1CCCN1C(=O)Nc1ccccc1 (centres undefined)
  A: -2%	B: 11%	C: 24%	D: -4%	E: 1%	F: -16%

CCc1nnc(NC(=O)CN2CCN(Cc3ccccc3Cl)CC2)s1
  A: -4%	B: -10%	C: 5%	D: -8%	E: 0%	F: -8%

CC1=C(C(N)=O)C(c2cccc(OCc3ccccc3)c2)n2nnnc2N1 (centres undefined)
  A: 4%	B: 7%	C: -26%	D: 2%	E: 0%	F: 22%

Cc1cc(C(C)(C)C)oc1C(=O)O
  A: -11%	B: 0%[57.1 µM]	C: 2%	D: 2%	E: 14%	F: 21%

CCCCn1c(N)c(N(CC(C)C)C(=O)CSCc2ccc(Cl)c(Cl)c2)c(=O)[nH]c1=O
  A: nt	B: -3%	C: ?	D: 3%	E: 12µM*	F: ?

Cc1ccc(CNC(=O)CNS(=O)(=O)c2ccc3c(c2)C(C)(C)C(=O)N3C)cc1
  A: 1%	B: -21%	C: 9%	D: -3%	E: 39%[activator]	F: -7%

O=C(CSc1ncnc2nc[nH]c12)c1ccc(Cl)cc1
  A: 1%	B: -15%	C: -5%	D: -30%	E: 3%	F: 36%[activator]

CCCNC(=O)Nc1ccc(NC(C)=O)cc1
  A: 3%	B: -1%	C: 12%	D: 2%	E: -7%	F: 334%[activator]

COC(=O)CSc1nc2ccccn2c(=O)c1C=O
  A: -4%	B: -2%	C: 5%	D: -2%	E: 298%[activator]	F: 246%[activator]

Cc1ccc(CN2CCNC(=O)C2CC(=O)NCCCn2cccn2)o1 (centres undefined)
  A: -2%	B: -25%	C: 6%	D: -4%	E: 18%	F: -4%

CCC(C)[C@H](NC(=O)OC(C)(C)C)C(=O)N/N=C/C1=Cc2ccccc2OC1 (some centres undefined)
  A: 3%	B: -22%	C: 3%	D: 3%	E: ?	F: nt

COc1ccc(OCCNC(=O)C(Cc2c[nH]c3ccccc23)NC(C)=O)cc1 (centres undefined)
  A: -5%	B: 16%	C: 8%	D: 0%	E: -12%	F: 1%

COc1ccc(NC(=O)C2CCCN(S(=O)(=O)c3cccnc3)C2)c(OC)c1 (centres undefined)
  A: -1%	B: 5%	C: ?	D: 0%	E: nt	F: -1%

CC(C)(C)OC(=O)CC12CCCCC1NC(=O)O2 (centres undefined)
  A: -1%	B: 6%	C: 16%	D: -5%	E: -12%	F: -12%

CCN(Cc1ccccc1)Cc1nc(CCc2ccccc2)no1
  A: 1%	B: 8%	C: 17%	D: -9%	E: 13%	F: -4%

CCOC(=O)c1c(NC(=O)CSc2nc3c(c(=O)n(C)c(=O)n3C)n2CC)sc(C)c1C
  A: 0%	B: 6%	C: ?	D: -8%	E: 1%	F: -15%

C=CCSc1nnc(-c2ccncc2)n1-c1ccc(OCC)cc1
  A: 1%	B: -28%	C: 21%	D: 8%	E: 0%	F: 1%

Full records, looked up by structure. Values in the order: LmPK inh	Sm TGR inh	HCV inhibitor	Tb PYK inh	Pf growth 48h	Pf growth 96h
Results for CCCNC(=O)Nc1ccc(NC(C)=O)cc1 = 3%	-1%	12%	2%	-7%	334%[activator]
Results for CCN(Cc1ccccc1)Cc1nc(CCc2ccccc2)no1 = 1%	8%	17%	-9%	13%	-4%
